# Screening results: PubChem BioAssay, National Center for Advancing Translational Sciences (NCATS)
# POLH inh = DNA polymerase eta (human) inhibition. Q9Y253. recombinant Pol eta, fluorescent DNA replication assay. Potency, µM (series often up to 114 µM), inactives show top-dose activity change, negative = inhibition, hits mostly inhibitors. 390,000 tested, 1.2% active; further: potency means the concentration at half of the fitted maximal effect; on the % scale 0 is the no-effect control and ±100 the full control effect
#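 Pol eta (10 nM) was preincubated with compounds for 15 min at room temperature, after which fluorescent replication substrate (50 nM final) was added to start the reaction. Fluorescence was read kinetically at 0 and 10 min.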
# GLS inhibitor = inhibitors of human glutaminase (GLS). Potency, µM (series often up to 45.5 µM), for the others: top-dose activity change, negative = inhibition, usual class: inhibitors. 410,000 tested, 0.21% active. O94925. AID 624170. GLS enzymatic activity, qHTS titration; further: potency means the concentration at half of the fitted maximal effect; on the % scale 0 is the no-effect control and ±100 the full control effect
#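 Human kidney-isoform GLS in 45 mM KH2PO4 pH 8.2, 0.02% Tween-20, with compound, started with 1mM L-Glutamine (added stock). Glutamate oxidase/HRP/Amplex red coupled fluorescence read at start and after 30 min at RT.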
# JMJD2A Tudor = blocks the human JMJD2A Tudor domain | 390,000 tested, 4.4% active | AlphaScreen JMJD2A-Tudor / H3K4me3 peptide binding | O75164 | Potency, µM (doses to about 114 µM), without a hit: top-dose activity change, negative = inhibition, usual class: inhibitors; further: potency means the concentration at half of the fitted maximal effect; on the % scale 0 is the no-effect control and ±100 the full control effect; nearly all actives have a fitted effect of over 50% in size
# Target sequence (O75164 whole entry, looked up, the tested form may be a part): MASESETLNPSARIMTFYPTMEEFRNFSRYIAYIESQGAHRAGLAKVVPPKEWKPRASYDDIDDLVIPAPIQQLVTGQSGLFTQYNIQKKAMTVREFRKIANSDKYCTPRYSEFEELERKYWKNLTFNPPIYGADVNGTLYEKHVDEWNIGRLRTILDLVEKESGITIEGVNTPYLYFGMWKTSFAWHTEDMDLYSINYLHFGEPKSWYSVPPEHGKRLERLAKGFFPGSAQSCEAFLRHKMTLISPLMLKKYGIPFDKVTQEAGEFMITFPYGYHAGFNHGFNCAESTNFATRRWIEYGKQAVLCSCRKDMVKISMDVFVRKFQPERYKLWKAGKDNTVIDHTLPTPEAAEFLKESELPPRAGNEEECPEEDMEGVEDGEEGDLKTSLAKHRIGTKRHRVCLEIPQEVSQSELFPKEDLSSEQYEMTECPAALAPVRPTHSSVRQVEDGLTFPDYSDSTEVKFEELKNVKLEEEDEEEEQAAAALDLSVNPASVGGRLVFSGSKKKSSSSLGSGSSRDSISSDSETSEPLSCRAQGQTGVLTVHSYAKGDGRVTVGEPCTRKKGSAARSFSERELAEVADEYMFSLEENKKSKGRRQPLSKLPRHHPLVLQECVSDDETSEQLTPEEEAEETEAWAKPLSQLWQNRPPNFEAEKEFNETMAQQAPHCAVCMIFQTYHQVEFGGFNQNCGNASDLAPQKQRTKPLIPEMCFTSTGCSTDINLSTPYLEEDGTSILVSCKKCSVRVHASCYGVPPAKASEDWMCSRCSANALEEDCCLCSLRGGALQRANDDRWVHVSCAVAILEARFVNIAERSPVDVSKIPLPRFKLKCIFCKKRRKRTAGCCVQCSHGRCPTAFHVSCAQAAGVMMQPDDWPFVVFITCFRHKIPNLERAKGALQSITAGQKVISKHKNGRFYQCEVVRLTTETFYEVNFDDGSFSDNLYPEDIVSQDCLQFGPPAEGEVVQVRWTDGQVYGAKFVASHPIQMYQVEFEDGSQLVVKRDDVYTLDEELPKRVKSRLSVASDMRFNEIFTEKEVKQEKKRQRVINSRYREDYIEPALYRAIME
# G9a inh = G9a (human) methyltransferase inhibition. Q96KQ7. 350,000 tested, 8.8% active. Potency, µM (series often up to 102 µM), without a hit: at the highest dose activity, negative = inhibition, most hits filed as inhibitors. G9a H3K9 monomethylation, AlphaScreen, 2 h; further: potency means the concentration at half of the fitted maximal effect; on the % scale 0 is the no-effect control and ±100 the full control effect; nearly all actives have a fitted effect of over 75% in size
#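 Readings reflect AlphaScreen signal from monomethyl-H3K9 antibody detection. HMT at 20 nM; substrate b-H3K9 500 nM; cofactor SAM 20 uM; 2 h RT reaction; compounds tested as titrations in qHTS with 15 min preincubation.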
# PI4K2A inh = PI4K2A (human) kinase inhibition; Q9BTU6; 420,000 tested, 0.13% active; activity change, negative = inhibition, % at 76.9 µM; purified PI4K2A, ADP-Glo luminescence, 1 h; hits give low values; in the data active means activity change below about -50%; inconclusive means mostly about -30% to -49%;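 further: -100% = wells without enzyme as full effect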
#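 In this quantitative HTS, ADP production by PI4K2A was quantified luminescently after 1 h at ambient temperature; 100 microM adenosine served as plate-quality control.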
# HP1b chromo inh = HP1-beta chromodomain-methylated histone interaction inhibition | 390,000 tested, 0.56% active | Potency, µM (highest dose often 114 µM), inactives show at the highest dose activity change, negative = inhibition, hits mostly inhibitors | P83916 | AlphaScreen HP1-beta / biotin-H3K9me3 peptide binding; further: potency means the concentration at half of the fitted maximal effect; nearly all actives have a fitted effect of over 70% in size; inactives centre near 23
#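 HP1-beta protein (50 nM final) preincubated 30 min at room temperature with biotinylated H3(1-18)K9me3 peptide (50 nM) in PBS pH 7.4, 0.01% Tween-20, then compound added for 30 min. AlphaScreen streptavidin donor/nickel chelate acceptor beads (10 ug/mL final), 30 min dark, luminescence read.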
# Tb PGK inh = blocks T. brucei phosphoglycerate kinase; AID 602233; P07378; Potency, µM (doses to about 57.5 µM), inactives show at the top dose activity change, negative = inhibition, usual class: inhibitors; 380,000 tested, 0.043% active; PGK/GAPDH coupled, Kinase-Glo luminescence, 60 min; further: potency means the concentration at half of the fitted maximal effect; on the % scale 0 is the no-effect control and ±100 the full control effect; nearly all actives have a fitted effect of over 60% in size
#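 Recombinant glycosomal PGK reaction used 1,3-bisphosphoglycerate generated in-well by GAPDH (100nM final) in 100mM TEA pH 7.6, 5mM MgCl2, 0.01% Tween-20. After 60 minutes at room temperature, ATP was read by Kinase-Glo Plus luminescence end-point.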
# Pin1 inhibitor = human Pin1 inhibition | Q13526 | Pin1 FP peptide displacement, HiFluor488, 10 min | Potency, µM (doses to about 115 µM), for the others: top-dose activity, negative = inhibition, hits mostly inhibitors | 390,000 tested, 0.009% active; active means well fitted inhibition curve with a large enough effect in the polarisation, with a control signal flat, not every such curve was filed as active; inconclusive means small, poorly fitted or top-dose-only effect, or effect the other way, or a change in a side signal; inactive means no such curve, though single readings can be large or run the other way; the % refers to the polarisation; further: potency means the concentration at half of the fitted maximal effect; on the % scale 0 is the no-effect control and ±100 the full control effect
# BAZ2B block = blocks human BAZ2B; AlphaScreen BAZ2B-H3K14Ac peptide displacement; Potency, µM (top dose mostly 114 µM), inactives show at the top dose activity change, negative = inhibition, usual class: inhibitors; 360,000 tested, 4.4% active; AID 504333; further: potency means the concentration at half of the fitted maximal effect; on the % scale 0 is the no-effect control and ±100 the full control effect; nearly all actives have a fitted effect of over 60% in size
#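 AlphaScreen displacement: compounds (up to 110uM) incubated 30 min at room temperature with a preformed 50 nM BAZ2B/50 nM biotinylated H3K14Ac peptide complex in PBS pH 7.4 with Tween-20. Donor and acceptor beads at 10 ug/mL final added, 20 min light-protected before reading.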
# The depositor's hits bear a star; i = inactive; ? = inconclusive; · = not tested or not shown; & = joins results of further samples; [ ] = dose if it differs, or a comment. Unless noted, the call rests on the fitted dose curve; in most records, active means well fitted curve in the direction sought with a large enough effect; inconclusive means small, poorly fitted or top-dose-only effect, or another doubt; inactive means no such curve, though single readings can be large; an effect the other way counts as inactive or inconclusive. Not all compounds are listed; count on the stated rates, not on these rows.
SMILES,POLH inh,GLS inhibitor,JMJD2A Tudor,G9a inh,PI4K2A inh,HP1b chromo inh,Tb PGK inh,Pin1 inhibitor,BAZ2B block
COc1ccc(C)cc1NC(=O)c1ccc(S(=O)(=O)N2CCCCC2)cc1,-19%,-2%,-27%,-16%[59 µM],-3,-8%,-9%,-10%,1%
Fc1ccc(-c2nc3cnccn3c2NC2CCCC2)cc1,-14%,-3%,30%,-24%,11,70%[activator],-5%,-4%,-20%
COc1ccc(-c2noc(CCC(=O)NCc3cccnc3)n2)cc1,3%,-15%,-16%,5%,-2,-4%,0%,5%,7%
Cc1ccc(-c2ccnc3[nH]n(-c4ccccc4)c(=O)c23)cc1,5%,0%,-13%,?,-3,14%,-8%,0%,-32%
COc1ccc(C(=O)Nc2nnc(CCc3ccccc3)s2)c(OC)c1,-16%,-3%,-14%,-24%,2,17%,-4%,1%,-6%
Cn1c2c(c(=O)n(C)c1=O)[C@@]1(C(=O)Nc3ccccc31)C(C#N)=C(N)O2,-12%,-1%,-16%,45µM*,6,15%,8%,-1%,-6%
CCOC(=O)c1c(-c2ccc(OC)cc2)csc1NC(=O)CCN1C(=O)c2ccccc2C1=O,-1%,-20%,-33%,?,-3,-32%,-4%,20%,-18%
CCN(CC)c1ccc(CNC23CN4CN(CN(C4)C2)C3)cc1,-5%,53%[activator],?,3.2µM*,0,-5%,4%,0%,-30%
COc1cc(NC2c3ccccc3C(=O)N2Cc2ccccc2Cl)cc(OC)c1 (centres undefined),-11%,8%,-34%,-28%,-7,29%,9%,?,-31%
CCn1cc(C(=O)OCC(=O)Nc2cc(OC)cc(OC)c2)c(=O)c2ccc(C)nc21,-10%,4%,9%,10%[59 µM],-2,30%,0%,-1%,1%
CCc1ccc(N(C(=O)c2csnn2)C(C(=O)NC(C)(C)CC)c2cccnc2)cc1 (centres undefined),-6%,0%,-16%,-36%,-3,28%,-9%,-6%,-13%
COc1ccc(-n2ccnc(SCC(=O)NC3CCCCC3)c2=O)cc1,1%,-3%,-8%,14%,-6,43%[activator],-8%,1%,-27%
CC(=O)c1cc(-c2ccccc2)n(CC(=O)Nc2ccc(C)c(C)c2)c1C,2%&-13%,3%&-7%,-5%&3%,12%[59 µM],0&1,13%&17%,-1%&-7%,-2%&6%,3%&2%
O=C(Nc1nnc(N2CCCCCC2)s1)Nc1cc(F)ccc1F,-5%,-15%,-7%,-5%[59 µM],-3,26%,i,1%,-9%
CCOC(=O)C1CCCCN1Cc1ccc(F)cc1 (centres undefined),-15%,-3%,4.5µM*,10µM*,4,?,·,?,50µM*
COc1ccccc1CCC(=O)Nc1ncc(C)s1,-17%,-3%,-16%,24%[2.33 µM],3,22%,-4%,3%,8%
C[C@H](CO)N1C[C@H](C)[C@@H](CN(C)S(C)(=O)=O)Oc2ccc(NS(=O)(=O)c3cn(C)cn3)cc2C1=O,-14%,1%,-15%,·,0,44%[activator],-7%,-5%,·
O=S(=O)(Nc1ccc(O)c2ccccc12)c1ccc(OC(F)(F)F)cc1,-24%,-15%,50µM*,·,-23,45µM*,-1%,2%,·
O=S(=O)(Nc1cccnc1)c1ccc(C2CCCCC2)cc1,-8%,8%,?,-32%[59 µM],-2,-9%,1%,-1%,-3%
CC(C)(CO)N=Cc1c(O)[nH]c2ccccc12,-9%,3%,-7%,2%[59 µM],-11,10%,i,-1%,0%
N#Cc1cc2c(=O)n3ccccc3nc2n(-c2nnc(SCc3ccc(F)cc3)s2)c1=O,·,-2%,8%,0%[59 µM],1,46%[activator],·,?,0%
COc1ccc(C(=O)NC(=S)NNC(=O)c2ccc(C)cc2)cc1,-9%,19%,?,·,-1,9%,-7%,-11%,·
C/C=C(/CCC1NCCc2c1[nH]c1ccccc21)[Si](C)(C)C (centres undefined),-24%,-16%,?,·,-3,-7%,-9%,27%,·
CN(C)CC/C=C1/c2ccc(F)cc2Sc2ccc(Cl)cc21,-21%,-1%,?,·,1,-13%,i,-9%,·
O=C(Cc1ccccc1)Nc1ccccc1N1CCOCC1,-14%,0%,4%,0%[0.0925 µM],5,48%,-10%,-10%,-7%
CCCOc1ccc(C(C)=O)cc1CC(C(N)=O)C(N)=O,-13%,4%,-12%,8%,-4,18%,-8%,1%,-2%
CC(C)Cn1c(CN2CCN(C)C(CCO)C2)nc2ccccc21 (centres undefined),-14%,-5%,-14%,·,-7,41%[activator],-14%,1%,2%
CC(=O)NCCn1c(SCC(=O)NC2CCCCC2)nc2ccccc2c1=O,6%,-1%,-2%,-4%[59 µM],2,32%,-7%,-2%,-20%
O=C(NCCc1csc(-c2cccc(F)c2)n1)c1ccccc1C(F)(F)F,-14%,6%,0%,3%[59 µM],-6,27%[57 µM],-3%,-8%,7%
COc1ccc(/C=C2\SC(=S)N(CCC(=O)N(CCO)Cc3ccccc3)C2=O)cc1OC,-4%,3%,-34%,-8%,-7,-11%,7%,12%,-1%

# Nothing new here: an excerpt of the list.
SMILES,POLH inh,GLS inhibitor,JMJD2A Tudor,G9a inh,PI4K2A inh,HP1b chromo inh,Tb PGK inh,Pin1 inhibitor,BAZ2B block
CC(=O)NCCn1c(SCC(=O)NC2CCCCC2)nc2ccccc2c1=O,6%,-1%,-2%,-4%[59 µM],2,32%,-7%,-2%,-20%
O=C(NCCc1csc(-c2cccc(F)c2)n1)c1ccccc1C(F)(F)F,-14%,6%,0%,3%[59 µM],-6,27%[57 µM],-3%,-8%,7%
COc1ccc(/C=C2\SC(=S)N(CCC(=O)N(CCO)Cc3ccccc3)C2=O)cc1OC,-4%,3%,-34%,-8%,-7,-11%,7%,12%,-1%

# Next part.
SMILES,POLH inh,GLS inhibitor,JMJD2A Tudor,G9a inh,PI4K2A inh,HP1b chromo inh,Tb PGK inh,Pin1 inhibitor,BAZ2B block
COc1ccc(CC(=O)Nc2ccc3c(c2)C(=O)N(CCC(=O)O)C3=O)cc1,3%,2%,-5%,·,-1,21%,i,6%,-6%
C[C@@H](NC(=O)CN(c1ccccc1)S(=O)(=O)N(C)C)c1ccccc1,-3%,-17%,-4%,6%[59 µM],0,42%[activator],-10%,33%[activator],2%
COc1ccc(Cl)cc1NC(=O)Cn1c(=O)n(Cc2cccs2)c(=O)c2cccnc21,-11%,-3%,-17%,13%[59 µM],2,9%,-1%,70%[activator],1%
O=C(NC1CCCCC1)N1CCN(c2ccccc2)CC1,-11%,23%,-8%,17%[59 µM],3,34%,-6%,-3%,8%
COc1cccc(-c2nnc(SCC(=O)N3CCCc4ccccc43)o2)c1,-28%,2%,8%,-48%[12.7 µM],0,18%,-1%,-4%,36%[activator]
O=C(Nc1nc(-c2ccccn2)cs1)Nc1ccc(F)cc1F,8%,-15%,40µM*,2.8µM*,-10,?,-7%,1%,-28%
COc1ccc(/C=C2/SC(=S)N(c3ccc(S(=O)(=O)Nc4nccs4)cc3)C2=O)cc1,25µM*,-1%,16µM*,-49%,-1,20µM*,-2%,55%[activator],?
CSCc1cc(N(C)c2ccccc2)nc(-c2ccccc2)n1,-20%,-8%,-12%,8%,1,63%[activator],-2%,-3%,-4%
CC(=O)c1cccc(Nc2nc(-c3ccccc3Cl)nc3ccccc23)c1,-5%,0%,-8%,-3%[59 µM],-1,30%,11%,4%,0%
Cn1nnc2c(N3CCN(c4ccccc4)CC3)ncnc21,-4%,6%,-9%,1%[59 µM],-2,8%,-1%,-2%,-21%
O=C1c2ccccc2C(=O)C1c1ccncc1,?,-5%,-14%[11.4 µM],-35%[12.7 µM],-7,14%,-11%,6%,-37%
O=C(CSc1nnnn1-c1ccccc1)c1cc2ccccc2oc1=O,-8%,-2%,-7%,?,-9,19%,-1%,-3%,1%
Cc1ccc(O)c(CNc2nccs2)c1,-7%,10%,-14%,-2%,3,24%,-10%,-3%,-3%
CCOC(=O)C1CCN(S(=O)(=O)c2ccc3c(c2)CC(C)N3C(=O)C2CC2)CC1 (centres undefined),-7%,-2%,-8%,13%[59 µM],-1,49%[activator],-5%,-4%,-18%
NC(=O)c1ccccc1NC(=O)CC1(CC(=O)O)CCCC1,-7%,6%,4%,?,9,26%,8%,-8%,6%
Cc1cc(C)cc(N(CC(=O)NC2CCC(C)CC2)S(=O)(=O)c2c(C)noc2C)c1 (centres undefined),-3%,-1%,-23%,?,0,42%[activator],-2%,5%,5%
CN(C(=S)Nc1ccc(Oc2ccccc2)cc1)C1CCCCC1,3%,14%,-19%,-9%[59 µM],1,14%,-8%,1%,?
Cc1ccccc1CN1CCN(CC(=O)NCc2ccc3c(c2)OCO3)C1=O,-11%,-3%,-11%,-47%,5,12%,4%,3%,-6%
CC(C)(C)NC(=O)NC(=O)COC(=O)Cc1c(Cl)cccc1Cl,-14%,-5%,-13%,-39%,-4,18%,1%,2%,·
COc1ccc(NC(C)=O)cc1S(=O)(=O)NC(C)c1ccc(-n2ccnc2)cc1 (centres undefined),-9%,-6%,-14%,-15%[59 µM],0,26%,-1%,-1%,-17%
O=C(CN1CCN(S(=O)(=O)/C=C/c2ccccc2)CC1)NC(=O)NCc1ccco1,79µM*,1%,-33%,20µM*,-9,19%,-2%,-2%,50µM*
COc1cccc(C(=O)Nc2cc(NC(=O)c3cccs3)ccc2C)c1,-15%,-3%,0%,-4%,11,22%,-5%,2%,-1%
Cn1c(N)c(N=O)c(=O)n(C)c1=S,-9%,-2%,0%,·,2,16%[57 µM],-1%,-6%,·
Cc1c(C(=O)N(Cc2ccccc2F)C2CCS(=O)(=O)C2)oc2ccc(F)cc12 (centres undefined),-18%,-2%,-25%,-3%[59 µM],-2,43%[activator],i,0%,-2%
